SENP6 inh: blocks the human protease SENP6; AID 2599; Recombinant SENP6 catalytic domain, aminoluciferin luminescence; 330,000 tested, 1.8% active; inhibition, % at 10 µM;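 active = inhibition above about 50% at the single tested dose, limit read from the data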;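 note: plate controls were DMSO wells with enzyme for no effect and DMSO wells lacking enzyme for full effect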
Target sequence (Q9GZR1 628-1112 limits assumed): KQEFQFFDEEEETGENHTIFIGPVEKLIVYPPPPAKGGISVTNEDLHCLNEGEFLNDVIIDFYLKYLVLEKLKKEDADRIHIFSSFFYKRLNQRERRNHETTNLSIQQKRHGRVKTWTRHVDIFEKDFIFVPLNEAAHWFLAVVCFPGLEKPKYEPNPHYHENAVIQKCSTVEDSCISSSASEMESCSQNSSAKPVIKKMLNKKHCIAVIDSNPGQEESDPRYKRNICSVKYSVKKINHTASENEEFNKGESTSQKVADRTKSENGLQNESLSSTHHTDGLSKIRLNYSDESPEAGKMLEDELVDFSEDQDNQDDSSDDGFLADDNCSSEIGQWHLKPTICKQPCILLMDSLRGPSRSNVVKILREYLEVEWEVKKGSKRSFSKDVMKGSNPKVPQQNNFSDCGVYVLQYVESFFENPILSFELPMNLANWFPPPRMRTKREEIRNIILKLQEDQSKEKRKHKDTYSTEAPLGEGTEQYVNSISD
A3G deaminase: APOBEC3G (human) deaminase inhibition. Q9HC16. recombinant A3G, ssDNA deamination FAM/TAMRA fluorescence. inhibition, % at 20 µM. 330,000 tested, 0.28% active;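 active = inhibition of at least 40% at 20 µM, with no more than 30% in the related APOBEC3A deaminase screen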;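 note: plate controls were DMSO wells with A3G for no effect and wells lacking A3G enzyme for full effect; some compounds called inactive have numbers as strong as hits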
UBC13 inh: blocks human UBC13 polyubiquitin chain formation; TR-FRET; inhibition, % at 20 µM; 330,000 tested, 0.47% active; AID 485273; in the data active = inhibition above about 45%, passing the limit was not always enough; inconclusive = no clear call, values can overlap the other calls
SENP8 block-1: inhibitors of human SENP8 protease | Q96LD8 | recombinant SENP8, Nedd8 substrate fluorescence | inhibition, % at 20 µM | 360,000 tested, 0.64% active | AID 602440; in the data active = inhibition mostly above about 40%, no sharp cut-off; inactive = mostly below about 27%
Target sequence (Q96LD8 whole entry, looked up): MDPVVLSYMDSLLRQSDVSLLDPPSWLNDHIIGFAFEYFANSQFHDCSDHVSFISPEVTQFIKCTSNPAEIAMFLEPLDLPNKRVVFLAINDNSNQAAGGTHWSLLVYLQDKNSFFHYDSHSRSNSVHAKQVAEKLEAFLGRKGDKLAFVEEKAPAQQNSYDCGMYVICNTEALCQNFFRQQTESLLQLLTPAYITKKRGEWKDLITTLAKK
Apaf1 inhib: human Apaf-1 inhibition. inhibition, % at 20 µM. 330,000 tested, 0.71% active. O14727. reconstituted apoptosome caspase-3 activity, DEVD-Rh110 fluorescence. AID 489030; active = inhibition of at least 40% at 20 µM;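 note: plate controls were DMSO wells for no effect and DEVD-CHO caspase inhibitor wells for full effect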
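Material: reconstituted apoptosome with Apaf-1, cytochrome c, caspase-9, procaspase-3, dATP. Technique: Rh110 fluorescence intensity. Buffer or medium: pH 7.5 Hepes buffer with CHAPS, BSA, DTT. Times: 30 min plus 50 min, RT.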
SENP1 inh: SENP1 (human) catalytic domain inhibition; Q9P0U3; recombinant SENP1 catalytic domain, CyPet-SUMO1-YPet FRET cleavage; inhibition, % at 10 µM; 360,000 tested, 0.21% active;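 active = inhibition at least 30% at 10 µM, raw YFP signal under a set limit, fluorescence ratio 0.5 to 1.5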;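 note: 0% = enzyme with DMSO and 100% = no enzyme wells; some results filed as inactive read as strong as hits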
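Assay system – human recombinant His6-tagged SENP1 catalytic domain enzyme · Input – SENP1 enzyme, 20 pM final · Buffer or medium – Tris pH 8 buffer plus EDTA, NaCl, BME, BSA, NP40, catalase · Schedule – 50 min reaction at room temperature · Technique – FRET read of cyan and yellow fluorescence · Control set – no-enzyme wells low, DMSO-plus-enzyme wells high control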
SENP7 inh: SENP7 protease inhibition. inhibition, % at 5 µM. 330,000 tested, 1.5% active. AID 434973. recombinant SENP7, Z-RLRGG-aminoluciferin luminescence, 40 min. Q9BQF6;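 active = inhibition above about 50% at the single test dose, limit read from the data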;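 note: plate controls were DMSO with enzyme for no effect and no enzyme buffer wells for full effect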
Target sequence (Q9BQF6 706-1050 limits assumed): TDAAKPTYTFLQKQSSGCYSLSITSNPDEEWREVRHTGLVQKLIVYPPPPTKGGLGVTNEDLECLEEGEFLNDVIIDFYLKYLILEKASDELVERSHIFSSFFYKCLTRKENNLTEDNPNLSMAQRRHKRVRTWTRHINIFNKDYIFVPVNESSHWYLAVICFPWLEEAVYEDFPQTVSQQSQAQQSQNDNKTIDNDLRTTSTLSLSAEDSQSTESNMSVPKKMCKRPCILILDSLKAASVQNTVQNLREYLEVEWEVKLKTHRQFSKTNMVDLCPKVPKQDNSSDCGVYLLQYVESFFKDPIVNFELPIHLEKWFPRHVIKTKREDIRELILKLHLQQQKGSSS
SENP8 block-2: inhibitors of human SENP8 protease; purified SENP8, Z-RLRGG-aminoluciferin cleavage, luminescence; inhibition, % at 10 µM; 330,000 tested, 1.2% active; AID 2540; in the data active = inhibition above about 50%
The depositor's hits bear a star; ? = inconclusive; . = no result given. This is a random part of the collection. Share with any hit: about 3.6%.

SMILES	SENP6 inh	A3G deaminase	UBC13 inh	SENP8 block-1	Apaf1 inhib	SENP1 inh	SENP7 inh	SENP8 block-2
Cc1ccccc1C(=O)/C=C1/c2ccccc2CC(C)(C)N1C	-2	0	-2	16	5	-1	10	6
Brc1ccccc1CN1CCC(Cc2ccccc2)CC1	-19	-10	6	-5	-7	1	-4	3
Cc1cc2ncn(S(=O)(=O)c3ccc(F)cc3)c2cc1C	12	-9	2	14	-13	-4	-3	0
O=C(N/C(=C/c1ccccc1)C(=O)N1CCOCC1)c1ccc([N+](=O)[O-])cc1	5	1	-1	19	-6	2	4	3
Cc1ccc(-c2n[nH]c3c2C(c2cccc(O)c2)N(c2ccc(C(=O)O)cc2)C3=O)cc1 (stereo unspecified)	-1	-3	-3	20	10	1	-11	-1
Cc1ccc(S(=O)(=O)NCC(=O)NCC(=O)OCC(=O)N2CC(=O)Nc3ccccc32)cc1C	-23	0	1	7	2	2	0	7
Cc1cccc(NC(=O)CNC(=O)CN2C(=O)NC3(CCCCC3C)C2=O)c1C (stereo unspecified)	-6	2	4	9	0	-1	8	0
Cc1[nH]c(=S)c(C#N)c(-c2ccccc2)c1C(=O)Nc1ccccc1	-18	12	51*	-4	12	55*	-2	-7
CCCn1c(SCC(=O)Nc2nccs2)nnc1-c1cccnc1	-1	-3	-1	21	7	2	-5	-7
CCOC(=O)N1CCN(C(=O)c2ccc3c(c2)N(Cc2ccccc2)CCS3)CC1	-10	-9	46*	-481	22	-2	6	-11
CCN(CC)C(=O)CN1CCN(c2ccccc2F)CC1	2	1	7	13	-4	0	4	-3
O=C(Cn1ccnc1)c1ccc(Cl)cc1	-30	-5	-2	8	1	0	-4	-5
Cc1cc(C)c(S(C)(=O)=O)c(Oc2ccc(C(C)(C)C)cc2)n1	0	0	-2	15	15	2	7	5
COC(=O)C1=NN[C@H](C(=O)OC)[C@H]1c1ccccc1	-4	-4	-3	26	-3	4	3	-7
Cc1c(C(=O)N2CCCCCC2)c(S(=O)(=O)Nc2cccc(F)c2)c(C)n1C	11	-6	2	11	-8	2	7	-1
Cc1ccccc1NC(=O)Cn1nnc(C(=O)NCc2ccco2)c1N	4	-8	4	10	-2	1	3	11
CC(=O)Oc1ccc(C(=O)[C@H]2[C@H]3C(=O)N(c4ccc(C)cc4)C(=O)[C@H]3[C@@H]3C=CC=NN32)cc1	13	9	-8	14	0	2	5	2
COc1cccc(Cn2cc(-c3cccc(C(F)(F)F)c3)nn2)c1	-8	13	8	5	23	-2	4	-1
CCc1ccccc1Nc1ncnc2ccccc12	-2	-7	4	14	0	1	-9	0
CC(=O)c1cccc(NC(=O)c2cc3nc(C)cc(C)n3n2)c1	2	-1	3	-260	1	1	-1	-14
Cc1nc(-c2cccc(S(=O)(=O)N3CC(C)CC(C)C3)c2)cs1 (stereo unspecified)	-1	-1	-1	16	24	2	0	-6
CN(C)c1ccc(CNC(=O)CCc2ccc(S(=O)(=O)N3CCCCCC3)cc2)cc1	-25	-8	4	4	14	-1	12	-3
CN(C)CCNC(=O)Nc1ccc(F)cc1F	0	-11	7	7	-5	2	-3	-2
C=C(C)CNC(=O)CCc1nnc(C2(c3ccc(Cl)cc3)CCC2)o1	-15	-9	-5	12	17	0	-4	-10
O=C(O)CN1C(=O)/C(=C\c2cccc(OCc3ccc(Cl)cc3)c2)SC1=S	18	-1	-27	7	13	4	2	18
O=C1CC(c2ccccc2)Sc2nc3ccccc3n21 (stereo unspecified)	-11	-14	2	11	-8	3	-4	10
CC(=O)N1CCN(CC(=O)Nc2ccccc2C(=O)NCc2ccc(C)cc2)CC1	-4	-10	9	-4	-5	0	3	6
O=C(Nn1cnnc1)c1csc2ccccc12	0	-2	10	14	-1	0	7	4
NNC(=O)CN1C(CN2CCOCC2)=Nc2ccc(Br)cc2C1c1ccccc1 (stereo unspecified)	-34	-8	8	3	3	3	2	-5
Cc1ccc2c(CC(=O)N3CCN(S(=O)(=O)c4ccc5c(c4)OCCO5)CC3)coc2c1	11	-1	3	12	14	-3	0	-7

Results in SENP7 inh, for two of the compounds above:
canonical_smiles	SENP7 inh
NNC(=O)CN1C(CN2CCOCC2)=Nc2ccc(Br)cc2C1c1ccccc1 (stereo unspecified)	2
Cc1ccc2c(CC(=O)N3CCN(S(=O)(=O)c4ccc5c(c4)OCCO5)CC3)coc2c1	0

Next entries:
SMILES	SENP6 inh	A3G deaminase	UBC13 inh	SENP8 block-1	Apaf1 inhib	SENP1 inh	SENP7 inh	SENP8 block-2
Cc1ccc(C)c(CNS(=O)(=O)c2c(C(=O)N3CCCC3)c(C)n(C)c2C)c1	-12	-6	1	-15	1	3	-15	-10
CC(=O)N(Cc1ccco1)Cc1cc2cccc(C)c2n2nnnc12	12	0	3	.	-3	.	-2	3
CCOc1ccc(C(=O)NC(C)(C)CC)cc1	-9	-8	5	2	5	2	6	1
CC(C)C(=O)Nc1ccc(NC(=O)c2cccc3c(Br)cccc23)cc1	-19	-8	2	-29	-5	1	-7	-4
CC1CN(Cc2cn(C)nc2-c2ccc(Oc3ccccc3)cc2)CCN1C (stereo unspecified)	7	-2	-10	8	1	2	-9	-9
COc1cc(C(=O)N=c2sccn2C)c([N+](=O)[O-])cc1OC	0	10	1	-3	11	-2	6	0
CCOc1ccc(NS(=O)(=O)c2ccc(C(=O)NCC3(N4CCCCC4)CCCCC3)cc2)cc1	-2	-1	9	6	4	-4	0	21
CC(C)c1nnc(NC(=O)CSc2ncn[nH]2)s1	9	-3	4	-1	-2	0	-1	2
CC1CCN(CC(CS(=O)(=O)c2ccc([N+](=O)[O-])cc2)N2CCC(C)CC2)CC1 (stereo unspecified)	-11	-4	4	24	-2	0	2	3
C=CCn1nc2ccccc2c1OCCO	-14	-3	3	-36	2	-1	0	-2
CCOC(=O)c1ccc(NC2c3ccccc3C(=O)N2c2ccccn2)cc1 (stereo unspecified)	7	-6	1	8	14	-3	3	5
COc1ccc(NC(=O)Nc2ccc(C)cc2OC(F)F)cc1OC	-19	-6	10	17	1	-2	2	-3
COCCCNC(=O)C1CCC(CNS(=O)(=O)c2ccc(C)cc2)CC1 (stereo unspecified)	-4	-6	5	.	2	.	1	-4
NC(=O)c1ccc(NC(=O)CN2CCN(Cc3ccccc3)CC2)cc1	11	-4	8	14	-1	0	5	9
COc1cc(C(C(=O)NCC2CCCO2)N(C(=O)Cn2nnc3ccccc32)c2ccc(OC)c(OC)c2)ccc1O (stereo unspecified)	-7	-13	5	5	0	2	3	5
O=C(O)CCNC1C=CS(=O)(=O)C1 (stereo unspecified)	-7	2	-2	5	-3	-5	11	-1
COc1cc(CCC(C)NCc2ccccc2)ccc1O (stereo unspecified)	5	-2	2	14	3	-4	4	2
O=S(=O)(c1cccc(F)c1)N1CCCN(c2ccc(C(F)(F)F)cn2)CC1	-27	-1	-7	26	12	0	5	-4
CCn1c(SCC(=O)Nc2nc(C)c(C(=O)OC)s2)nnc1C(C)C	-6	-3	2	10	-2	1	4	-1
CCN(CC)C(=O)C1CCN(CC2CC=CCC2)CC1 (stereo unspecified)	-12	-4	-1	11	1	2	-8	-7
CCCCCOc1ccc(N2C(=O)C(C)CNC2=S)cc1 (stereo unspecified)	-10	-7	-1	.	6	.	8	-7
CC(NC(=O)c1ccc(N)cc1)c1ccccc1 (stereo unspecified)	13	-3	-13	5	-7	3	-7	-5
COc1cccc(C(=O)Cn2c(NCCCO)nc3ccccc32)c1	5	-3	-9	13	6	1	4	3
O=C(CN1CCN(c2ccccn2)CC1)Nc1ccc(OCc2ccccc2)cc1	-21	-7	5	11	5	2	3	5
O=C(CC1(O)C(=O)Nc2ccccc21)c1ccccc1 (stereo unspecified)	-3	-10	5	16	-4	1	-5	10
COc1ccc(NC(=O)Cn2c(=O)cnc3ccccc32)cc1S(=O)(=O)N1CCCCC1	-11	-4	6	0	2	-1	-6	-8
O=C(O)c1ccc(S(=O)(=O)N2CCCCCC2)cc1	-11	-2	-4	6	2	0	-10	1
Cc1ccc(C)c(C(=O)COC(=O)c2ccc(Br)o2)c1	-11	-2	-5	10	11	1	-5	-10
CS(=O)(=O)NN1C(=O)c2ccccc2NC1c1cccc(O)c1 (stereo unspecified)	1	2	14	-412	-1	-10	-7	-1
NC(N)=Nc1nc(CCN2C(=O)c3ccccc3C2=O)cs1	2	-1	-4	23	-2	0	7	-6

Entries of single compounds, quoted from the list. Order of screens: SENP6 inh	A3G deaminase	UBC13 inh	SENP8 block-1	Apaf1 inhib	SENP1 inh	SENP7 inh	SENP8 block-2
Cc1ccc(C)c(C(=O)COC(=O)c2ccc(Br)o2)c1 is listed with -11	-2	-5	10	11	1	-5	-10
COc1cccc(C(=O)Cn2c(NCCCO)nc3ccccc32)c1 is listed with 5	-3	-9	13	6	1	4	3
O=C(O)c1ccc(S(=O)(=O)N2CCCCCC2)cc1 is listed with -11	-2	-4	6	2	0	-10	1

Additional compounds follow:
SMILES	SENP6 inh	A3G deaminase	UBC13 inh	SENP8 block-1	Apaf1 inhib	SENP1 inh	SENP7 inh	SENP8 block-2
CCOc1ccc(NC(=O)CCN2CCCCC2)cc1	-4	-2	4	26	3	3	2	0
CCS(=O)(=O)N1CCC(C(=O)NCCCN2CCCC2)CC1	0	-3	7	20	0	-1	-3	7
COc1cc(C(=O)Nc2ccc(O)cc2C(=O)O)ccc1OC(C)=O	-4	-2	-2	10	-6	-1	16	6
CCCCn1c(N)c(N(CC(C)C)C(=O)C2CCN(S(=O)(=O)c3ccc(OCC)cc3)CC2)c(=O)[nH]c1=O	-7	-9	-10	15	-1	-1	-7	-7
Cc1ccc(C)c(N2CCN(c3ccc4cc(S(=O)(=O)N5CCCCC5)ccc4n3)CC2)c1	-2	-10	?	-286	16	1	-11	-9
CC(C)(C)NC(=O)C1Cc2ccccc2CN1S(=O)(=O)c1ccc(F)cc1 (stereo unspecified)	19	-4	3	4	-4	-2	4	9
CC(=O)c1ccc(OCCCC(=O)NC2=NCCS2)cc1	-13	2	-1	2	-2	1	2	-1
COC(=O)[C@H](CCSC)NC(=O)NCc1ccccc1F	-2	-4	7	15	-16	0	0	4
N#CC1=C(N)NC(SCC(=O)Nc2ccccc2)=C(C#N)C12CCCC2	-22	-6	0	-57	11	-11	-3	-4
S=C(NCC1CCCO1)N1CCN(c2cccc(Cl)c2)CC1 (stereo unspecified)	1	-9	16	20	-4	0	-4	-3
COc1ccc(NC(=O)C2CCCN(c3nn4c(=O)cc(C)nc4s3)C2)cc1 (stereo unspecified)	-8	-5	2	3	3	0	-1	3
Cc1cc(OCc2ccc(C(=O)n3cccn3)o2)ccc1Cl	50*	1	6	12	17	0	31	40
COc1cc(-c2nnc(SCC(=O)O)n2-c2ccccc2)cc(OC)c1OC	-14	-8	-3	17	-10	2	0	4
Cc1ccc(-n2ncc3c(Nc4c(C)n(C)n(-c5ccccc5)c4=O)ncnc32)c(C)c1	-22	-6	2	5	-17	-1	-7	-5
N#C/C(=C\c1c(Cl)cccc1Cl)c1nc2ccccc2o1	-7	-2	-5	11	10	-5	1	-6
Cc1cc(=O)n(C(C)(C)C)c(=O)n1Cc1ccccc1	-4	-1	5	11	3	-7	-8	-9
CN(CC1CCOCC1)C(=O)CC1C(=O)NCCN1CC1CCCCC1 (stereo unspecified)	11	-6	5	-94	1	-14	-2	0
O=C(c1cccc([N+](=O)[O-])c1)N1CCCC(C(=O)N2CCCCC2)C1 (stereo unspecified)	7	-4	-8	20	2	1	-9	-12
O=C(CSc1nc2ccccc2n1CCc1ccccc1)N1CCOCC1	14	-8	5	17	0	-1	3	9
COc1cccc(CC(=O)N(CCC2=CCCCC2)c2c(N)n(Cc3ccccc3)c(=O)[nH]c2=O)c1	-8	-6	-2	-15	4	-7	-13	2

Screens: PubChem, Sanford-Burnham Center for Chemical Genomics
